Bioassay records from PubChem.
GPR151 ag – human GPR151 activation; Q8TDV0; PathHunter beta-arrestin GPR151 cells, luminescence; activation, % at 11.2 µM; 650,000 compounds, 1% hits; AID 1508602; in the data active means activation above about 4.9%;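 further: 0% = median of compound wells and 100% = cells with positive control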
Target sequence (Q8TDV0 whole entry, looked up): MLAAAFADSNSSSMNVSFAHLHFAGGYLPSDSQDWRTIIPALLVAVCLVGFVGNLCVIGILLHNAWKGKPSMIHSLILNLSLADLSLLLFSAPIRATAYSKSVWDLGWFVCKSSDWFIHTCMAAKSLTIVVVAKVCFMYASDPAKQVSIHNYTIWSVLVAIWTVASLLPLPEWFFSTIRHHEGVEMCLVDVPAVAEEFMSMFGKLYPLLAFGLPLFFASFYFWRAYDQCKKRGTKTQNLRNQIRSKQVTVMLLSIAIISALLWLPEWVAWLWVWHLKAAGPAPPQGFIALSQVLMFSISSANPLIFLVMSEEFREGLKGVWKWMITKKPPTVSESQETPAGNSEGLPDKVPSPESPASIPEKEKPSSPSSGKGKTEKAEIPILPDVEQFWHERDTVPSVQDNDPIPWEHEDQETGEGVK
TEAD-YAP block – TEAD-YAP interaction inhibition | 640,000 compounds, 1.4% hits | HEK-TIYL cells, TEAD-Gal4/YAP UAS-luciferase luminescence | inhibition, % at 9.12 µM; in the data active means inhibition above about 32%;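 further: 0% = median of test compound wells and 100% = reference inhibitor wells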
MITF inh – human MITF inhibition, primary screen | inhibition, % at 2.6 µM | 650,000 compounds, 0.91% hits | O75030 | AlphaScreen MITF homodimerization, bead proximity signal; in the data active means inhibition above about 50%;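 further: 0% = vehicle wells with protein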
FBW7 act – activators of human E3 ligase FBW7. normalized activity (activation), % at 26.1 µM. AlphaScreen FBW7–phospho-cyclin E peptide binding, activator screen. Q969H0. AID 1259310. 650,000 compounds, 0.13% hits; in the data active means normalized activity above about 1.9%;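 further: purified mutant Fbw7 with reduced substrate affinity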
Target sequence (Q969H0 whole entry, looked up): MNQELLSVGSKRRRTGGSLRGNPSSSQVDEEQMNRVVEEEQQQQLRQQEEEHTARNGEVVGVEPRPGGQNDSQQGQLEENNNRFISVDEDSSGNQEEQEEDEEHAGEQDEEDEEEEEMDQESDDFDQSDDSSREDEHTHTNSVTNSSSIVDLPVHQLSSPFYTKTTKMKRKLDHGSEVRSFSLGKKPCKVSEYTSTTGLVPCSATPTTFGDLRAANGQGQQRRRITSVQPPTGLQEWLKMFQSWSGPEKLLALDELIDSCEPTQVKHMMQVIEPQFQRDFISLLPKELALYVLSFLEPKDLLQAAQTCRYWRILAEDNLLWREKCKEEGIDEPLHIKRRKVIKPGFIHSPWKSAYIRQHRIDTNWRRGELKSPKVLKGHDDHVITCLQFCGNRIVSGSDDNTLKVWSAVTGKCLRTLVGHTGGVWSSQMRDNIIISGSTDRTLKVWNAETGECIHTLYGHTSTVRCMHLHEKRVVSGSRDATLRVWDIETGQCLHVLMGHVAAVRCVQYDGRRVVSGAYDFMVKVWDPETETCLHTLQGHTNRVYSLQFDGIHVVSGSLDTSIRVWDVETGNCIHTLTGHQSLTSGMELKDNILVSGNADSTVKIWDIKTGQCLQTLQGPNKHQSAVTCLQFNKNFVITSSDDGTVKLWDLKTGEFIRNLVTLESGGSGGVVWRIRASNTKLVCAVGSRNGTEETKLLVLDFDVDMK
Starred values were filed as active, the others as inactive; & = joins results of further samples. Outcome played no part in choosing rows; any-hit rate near 3.5%.

SMILES | GPR151 ag | TEAD-YAP block | MITF inh | FBW7 act
COc1ccccc1NC(=O)c1c(C)[nH]c(=S)c(C#N)c1-c1ccc(OC)c(OC)c1 | -0.5 | 9 | -8 | 0.0
O=C(N/N=C/c1ccccc1[N+](=O)[O-])c1ccncc1 | -0.2 | -28 | 15 | 0.3
N#Cc1cc2ccccc2nc1SCC(=O)Nc1nccs1 | -0.3 | 14 | 2 | 0.1
CCc1ccccc1NC(=O)c1ccc(NCc2ccccc2Cl)c([N+](=O)[O-])c1 | -0.1 | 1 | 3 | 0.0
O=C1c2ccccc2NC(c2ccccc2O)N1O (stereo not drawn) | -1.1 | -10 | 2 | -0.2
CCN(CC)C(=O)CSc1nnc2n(CC(=O)NC3CCCCC3)c3ccccc3n12 | -0.5 | 3 | 1 | -0.1
CCOc1cc(C2C(C#N)=C(N)OC3=C2C(=O)CCC3)ccc1OCc1ccccc1F (stereo not drawn) | -1.3 | -4 | -2 | -0.2
Cc1[nH]c2ccccc2c1/C=C/c1nc2ccccc2c(=O)n1Cc1ccccc1 | 1.0 | -9 | 4 | 0.2
Cc1cc(C)n(-c2ccc3nnc(-c4ccc(Br)cc4)n3n2)n1 | -0.1 | 0 | -20 | 0.0
C=CCN1C(=O)C2C(C(=O)NC3CCCCC3C)C3(C)C=CC2(O3)C1C(=O)NC(C)(C)C (stereo not drawn) | -0.7 | -11 | 42 | 0.8
Cc1c(C(=O)Nc2ccc3c(c2)OCO3)oc2ccccc12 | -1.2 | -38 | 7 | 0.1
COc1cccc(CN2CCN(Cc3cnc(SC)nc3)CC2CCO)c1 (stereo not drawn) | -1.6 | -2 | 14 | 0.0
Cc1cc(-c2nnc(CCC(=O)NCc3ccc(Cl)s3)o2)c(C)o1 | 1.0 | -6 | -9 | -0.1
Cc1cc(NC(=O)C2CCN(C(=O)NCc3ccc(F)cc3)CC2)no1 | 0.1 | 3 | -14 | 0.1
CCC(C)NC(=O)c1c(C)nc2scc(C)n12 (stereo not drawn) | 0.3 | -6 | 18 | -0.5
O=C(CN1C(=O)c2ccccc2C1=O)N1CCc2ccccc2C1 | -0.2 | 2 | -12 | -0.1
COc1ccc(-c2nnc3s/c(=C\c4ccccc4)c(=O)n23)cc1OC | -1.8 | -9 | -9 | -0.2
Cc1cc2c(C(C)C)c(O)c(O)c(C=O)c2c(O)c1-c1c(C)cc2c(C(C)C)c(O)c(O)c(C=O)c2c1O | -0.4&0.6&-1.5 | 5&9 | 25&4&-3 | -0.1&-0.3&-0.1
COc1ccccc1C1C(C#N)=C(C(C#N)C#N)NC(O)(C2CC2)C1[n+]1ccc(C)cc1 (stereo not drawn) | 1.7 | 2 | 15 | 0.0
COCCNc1nc(CN(C)Cc2nccs2)nc2ccc(Cl)cc12 | 1.4 | -49 | 12 | 0.0
CCOc1ccc(-c2cn(-c3ccc(C)cc3)c(SCC(=O)Nc3ccccc3Cl)n2)cc1 | 0.0 | -14 | -6 | 0.1
O=S(=O)(NCCN1CCOCC1)c1ccc(Cl)s1 | -0.8 | -9 | 12 | 0.0
Cc1ccc(S(=O)(=O)C(CNS(=O)(=O)c2cccs2)c2cccs2)cc1 (stereo not drawn) | -1.0 | 2 | 13 | 1.1
N#CCSc1nnc2ccc3ccccc3n12 | -0.3 | -2 | 15 | 0.0
S=C(c1cn(CCOc2ccccc2)c2ccccc12)N1CCCC1 | 0.5 | -9 | -2 | -0.3
CCCc1nnc(NC(=O)C(=O)c2c[nH]c3ccccc23)s1 | 0.5 | -4 | 14 | -0.2
Cc1cc2c(cc3c(=O)n(CC(=O)N4CCCC(C)C4)nc(C)n32)s1 (stereo not drawn) | -0.3 | 2 | 17 | 0.1
CC1CCCCC1NC(=O)C(NS(=O)(=O)c1cccc2nsnc12)c1ccccc1 (stereo not drawn) | -0.6 | -6 | 7 | 0.1
COc1ccc(NC(=O)CCCCCn2c(SCc3ccc([N+](=O)[O-])cc3)nc3ccsc3c2=O)cc1 | -0.9 | 3 | 16 | 0.1
COc1ccc(N2CCN(C(=O)c3ccc4c(c3)C(=O)N(c3cc(C)on3)C4=O)CC2)cc1 | 1.3 | 0 | 5 | 0.1
CC(=O)Nc1cccc(NC(=O)COc2nncc3ccccc23)c1 | -1.7 | 5 | -6 | 0.0
CCN(Cc1ccccc1)Cc1ccc(C(N)=O)c(=O)[nH]1 | -0.9 | 5 | -17 | 0.2
CC(=O)SC1CC2=CC(=O)CC[C@]2(C)C2CC[C@@]3(C)C(CC[C@@]34CCC(=O)O4)C12 (stereo partly drawn) | -2.0 | -4 | 12 | 0.0
Cc1cccc(N2CCN(C(=O)C3C4C=CC(C4)C3C(=O)O)CC2)c1C (stereo not drawn) | 0.0 | -1 | -5 | 0.0
COc1ccccc1C(=O)NN1C(=O)C2CCCCC2C1=O (stereo not drawn) | -0.5 | -5 | 16 | 0.6
Cc1c(C(=O)N2CCC(C(N)=O)CC2)sc2ncnc(NCc3cccc(F)c3)c12 | -1.2 | -1 | 10 | 0.1
CN1CCN(C(CC(=O)Nc2ccc(O)cc2)C(=O)O)CC1 (stereo not drawn) | 2.2 | 7 | -2 | -0.1
COCc1cc(C)nc2sc(-c3nc4ccccc4[nH]3)c(NC(=O)c3ccccc3)c12 | 2.3 | 12 | -7 | 0.0
COc1ccc(C)cc1NC(=O)C(C)C1Sc2ccccc2NC1=O (stereo not drawn) | -1.2 | 2 | 16 | -0.2
CCN1CCN(C(=O)C2CCN(c3ccc(N4CCOCC4)nn3)CC2)CC1 | -0.2 | -16 | -10 | 0.2

Reformatted with values under each structure: entries from further up.
Screens in order: GPR151 ag, TEAD-YAP block, MITF inh, FBW7 act
Cc1cc2c(cc3c(=O)n(CC(=O)N4CCCC(C)C4)nc(C)n32)s1 (stereo not drawn)
  -0.3, 2, 17, 0.1
CC1CCCCC1NC(=O)C(NS(=O)(=O)c1cccc2nsnc12)c1ccccc1 (stereo not drawn)
  -0.6, -6, 7, 0.1
COc1ccc(NC(=O)CCCCCn2c(SCc3ccc([N+](=O)[O-])cc3)nc3ccsc3c2=O)cc1
  -0.9, 3, 16, 0.1
COc1ccc(N2CCN(C(=O)c3ccc4c(c3)C(=O)N(c3cc(C)on3)C4=O)CC2)cc1
  1.3, 0, 5, 0.1
CC(=O)Nc1cccc(NC(=O)COc2nncc3ccccc23)c1
  -1.7, 5, -6, 0.0
CCN(Cc1ccccc1)Cc1ccc(C(N)=O)c(=O)[nH]1
  -0.9, 5, -17, 0.2
CC(=O)SC1CC2=CC(=O)CC[C@]2(C)C2CC[C@@]3(C)C(CC[C@@]34CCC(=O)O4)C12 (stereo partly drawn)
  -2.0, -4, 12, 0.0
Cc1cccc(N2CCN(C(=O)C3C4C=CC(C4)C3C(=O)O)CC2)c1C (stereo not drawn)
  0.0, -1, -5, 0.0
COc1ccccc1C(=O)NN1C(=O)C2CCCCC2C1=O (stereo not drawn)
  -0.5, -5, 16, 0.6
Cc1c(C(=O)N2CCC(C(N)=O)CC2)sc2ncnc(NCc3cccc(F)c3)c12
  -1.2, -1, 10, 0.1
CN1CCN(C(CC(=O)Nc2ccc(O)cc2)C(=O)O)CC1 (stereo not drawn)
  2.2, 7, -2, -0.1

Other results follow.
SMILES | GPR151 ag | TEAD-YAP block | MITF inh | FBW7 act
COC1CCN(Cc2c(C(=O)N3CCCC3)nc3ccccn23)CC1 | -0.6 | 4 | -6 | -0.1
Cc1ccc(CNC(=O)CCc2c(C)[nH]c(=O)n(C)c2=O)cc1 | 2.0 | 6 | 5 | 0.0
CC(=O)c1ccc(NC(=S)Nc2ccc(S(=O)(=O)N3CCCC3)cc2)cc1 | 1.0 | -3 | -8 | 0.1
CCCN(C)C(=O)c1c(C)nc2ccccn12 | -0.2 | -5 | 3 | -0.1
Cc1ccc(NC(=O)C2C3CCCCCCC32)cc1C (stereo not drawn) | 0.7 | -2 | 0 | -0.1
CC(=O)N1CCC(c2[nH]ncc2-c2cc(C)no2)CC1 | 1.1 | -7 | -17 | 0.1
CC1(c2ccccc2)CC(C)(C)N(C(=O)CN2C(=O)c3ccccc3C2=O)c2ccccc21 (stereo not drawn) | -0.4 | -16 | 0 | -0.1
COc1cc(/C=N/S(=O)(=O)c2ccccc2)cc(OC)c1O | -1.1 | -1 | 4 | -0.1
CCOC(=O)c1c(NC(=O)Cc2cccs2)sc(C(=O)Nc2cccc(Cl)c2C)c1C | 0.7 | -3 | 11 | 0.0
CC1(C(=O)O)Oc2ccccc2NC1=O (stereo not drawn) | 0.0 | 6 | 6 | 0.1
c1ccc(OCCNc2ccnc(-c3ccc(N4CCOCC4)nc3)n2)cc1 | 1.2 | -13 | 0 | 0.1
N#Cc1c(NC(=O)CNS(=O)(=O)c2cccc(Cl)c2)sc2c1CCCC2 | 1.9 | 2 | 8 | 0.7
O=C(NCCC1=CCCCC1)C1CC12CCN(Cc1nccs1)CC2 (stereo not drawn) | -1.2 | -2 | -2 | 0.0
CCOC(=O)c1cccc(N2C(=O)C3C4C=CC(CC4)C3C2=O)c1 (stereo not drawn) | -0.4 | 3 | 24 | 0.0
CCCCOC(=O)C1=C(C)NC2=C(C(=O)CCC2)C1c1ccc(Cl)c(Cl)c1 (stereo not drawn) | 0.4 | -2 | -6 | -0.2
COc1ccc(-c2nc(CSCC(=O)NCCCN3CCCC3=O)c(C)o2)cc1OC | 1.1 | -4 | 0 | -0.1
O=c1nc2s/c(=C\c3ccco3)c(=O)n2nc1Cc1ccc(Cl)cc1 | 0.2 | -4 | 5 | 0.3
CC(C)(C)Nc1c(-c2ccc3c(c2)OCC(=O)N3)c(=O)c1=O | 2.7 | 8 | 4 | -0.1
COc1cccc(C(=O)NC(=S)Nc2cc(-c3nc4ncccc4o3)ccc2C)c1 | -0.9 | -15 | 22 | 0.8
Cc1ccnc(NC(=O)CCC(=O)N(CC(=O)NC2CCCCC2)C2CCCC2)c1 | -1.2 | 6 | 9 | 0.7
CCn1c(SCC(=O)NNC(=O)c2ccco2)nnc1-c1cccs1 | 0.9 | 2 | -3 | -0.1
CNC(=O)c1ccc(Nc2nnc(-c3ccc(C)c(S(=O)(=O)NCc4ccccn4)c3)c3ccccc23)cc1 | -0.1 | -4 | 6 | 0.0
CCOc1ccc(NC(=O)c2ccnc(N3CCC(C(=O)N4CCOCC4)CC3)c2)cc1 | 1.2 | -2 | 11 | 0.2
Nc1nc(CSc2nc3ccccc3s2)nc(N2CCCCC2)n1 | 0.8 | -4 | 18 | 0.1
N#CCc1nnc2n1-c1ccccc1SC2 | 1.6 | 1 | 9 | 0.2
O=C(O)COc1ccccc1/C=C1/SC(=S)N(Cc2ccco2)C1=O | 3.0 | 9 | 3 | -0.1
CCCCN(C)C(=O)CSc1nc2ccsc2c(=O)n1Cc1ccc2c(c1)OCO2 | -0.9 | 6 | 15 | 0.5
c1ccc(CNc2ncnc3c2cnn3-c2ccccc2)cc1 | -0.1 | 12 | 14 | 0.0
CN(C)C(=O)NCc1ccc(Cl)cc1 | -0.6 | -2 | -4 | 0.1
CC(C)Sc1nc2ccccc2n1CC(=O)O | -0.5 | -1 | 2 | -0.1
COc1ccccc1/C=N/NC(=O)C(C)Oc1ccc(Cl)cc1 (stereo not drawn) | -1.2 | 1 | -15 | 0.0
COc1ccccc1NC(=S)N1CCC(NC(=O)C2CC2)CC1 | 0.0 | 7 | -2 | 0.0
CC(C)(C)c1ccc(C2Sc3ccccc3NC3=C2C(=O)c2ccccc23)cc1 (stereo not drawn) | 1.6 | 9 | 13 | 0.9
CC(NC(=O)c1ccccc1NC(=O)c1ccccc1)C(=O)Nc1ccc2ccccc2c1 (stereo not drawn) | -0.9 | 3 | 8 | 0.1
CCOC(=O)/C(C#N)=C\c1cn(CCC(=O)O)nc1-c1ccc(Br)cc1 | 1.4 | 3 | -12 | -0.1
Cc1ccc(-c2nc3ccccc3c(=O)n2NC(=O)/C=C/c2ccccc2)cc1C | 0.0 | 14 | -12 | -0.2
O=C(Nc1ccc2c(c1)OCCO2)Nc1cccc2ccccc12 | -2.3 | -50 | 4 | -0.1
COc1ccccc1N=Cc1c(O)n(-c2ccccc2OC)c(=O)[nH]c1=O | -0.1&1.6 | -9&-10 | -9&-13 | 0.0&-0.1
COc1ccc(C(=O)Nc2ccc(-c3nnc4n3CCCCC4)cc2)cc1OC | 0.3 | -6 | 1 | -0.1
COC(=O)c1ccccc1NC(=O)C1c2ccccc2Oc2ccccc21 | -0.2 | 0 | -8 | 0.0
COc1cc2c(cc1OC)C(C)N(c1ncnc(N)c1[N+](=O)[O-])CC2 (stereo not drawn) | 0.5 | 9 | 18 | 0.1
CCOc1ccc(N2C(=O)CC(NCCNc3ccc([N+](=O)[O-])cn3)C2=O)cc1 (stereo not drawn) | -1.1 | -5 | 3 | -0.1
CCN(CC)C(=O)CN(c1ccc(Cl)cc1)S(=O)(=O)c1ccc(OC)cc1 | -1.6 | -2 | -5 | -0.1
O=CNC(Nc1ncccn1)C(Cl)(Cl)Cl (stereo not drawn) | 3.4 | 3 | 0 | -0.2
CN(C)CCCN1C(=O)C2C(C(=O)Nc3cc(Cl)cc(Cl)c3)C3C=CC2(O3)C1C(=O)NC1CCCCC1 (stereo not drawn) | 1.1 | -18 | -4 | 0.1
Cc1nn(-c2ccccc2)c2[nH]cc(C(=O)Nc3ccc(Oc4ccccc4)cc3)c(=O)c12 | 2.6 | -7 | -12 | 0.2
CN1CCN(C(=S)SCc2cn3cccnc3n2)CC1 | 1.6 | 7 | 10 | 0.0
O=C(NC1c2ccccc2-c2ccccc21)N1CCCCC1 | -0.3 | 13 | 16 | 0.3
CCOC(=O)c1sc(NC(=O)CSc2nnc(CNC(=O)c3cccc(F)c3)n2-c2cccc(C)c2C)c(C(=O)OCC)c1C | -0.2 | -1 | -1 | 0.0
